# Assay outcomes: PubChem, several laboratories
# Pemphigus Ab inh – blocks pemphigus antibody binding to human desmoglein-3; P32926; DSG3-coupled beads, scFv-anti-DSG3-GFP binding, flow cytometry; active compounds read low; binding (percent of control), % at 10 µM; actives 0.48% (n = 310,000); AID 588358;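 active = binding more than 3 SD below its plate's average and above zero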;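 also: hits lower antibody fragment binding to DSG3; some compounds called inactive have numbers as strong as hits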
# Target sequence (P32926 whole entry, looked up, the tested form may be a part): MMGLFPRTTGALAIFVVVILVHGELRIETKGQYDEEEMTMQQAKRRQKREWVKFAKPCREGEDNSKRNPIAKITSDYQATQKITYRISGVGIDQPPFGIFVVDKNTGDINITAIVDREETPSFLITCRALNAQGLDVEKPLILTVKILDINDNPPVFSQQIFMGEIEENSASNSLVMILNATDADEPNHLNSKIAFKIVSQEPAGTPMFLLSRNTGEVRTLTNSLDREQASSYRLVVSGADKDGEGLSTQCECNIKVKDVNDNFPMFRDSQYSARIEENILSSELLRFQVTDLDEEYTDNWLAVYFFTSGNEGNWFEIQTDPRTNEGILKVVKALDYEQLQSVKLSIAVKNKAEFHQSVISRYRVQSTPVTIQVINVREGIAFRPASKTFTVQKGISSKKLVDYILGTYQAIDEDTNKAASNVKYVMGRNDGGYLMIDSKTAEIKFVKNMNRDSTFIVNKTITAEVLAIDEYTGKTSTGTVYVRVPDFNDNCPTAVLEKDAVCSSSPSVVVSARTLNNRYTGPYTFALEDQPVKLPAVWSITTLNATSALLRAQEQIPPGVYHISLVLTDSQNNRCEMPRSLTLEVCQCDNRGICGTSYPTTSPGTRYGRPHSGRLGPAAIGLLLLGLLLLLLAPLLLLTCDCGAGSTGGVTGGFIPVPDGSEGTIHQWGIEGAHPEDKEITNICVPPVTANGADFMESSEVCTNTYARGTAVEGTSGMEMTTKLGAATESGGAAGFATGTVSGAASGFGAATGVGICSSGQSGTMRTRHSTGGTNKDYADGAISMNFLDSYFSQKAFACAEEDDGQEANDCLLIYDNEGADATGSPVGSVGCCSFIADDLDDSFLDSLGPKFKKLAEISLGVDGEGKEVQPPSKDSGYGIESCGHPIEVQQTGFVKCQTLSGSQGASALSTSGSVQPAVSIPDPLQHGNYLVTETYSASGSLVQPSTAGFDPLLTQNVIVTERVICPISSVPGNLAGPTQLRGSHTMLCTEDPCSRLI
# PKA-R1A activ – PKA-R1A complex activation | P00514+P68181 | PKA-R1A dissociation, Cy5-IP20 fluorescence polarization; scaled: DMSO 0%, 113 µM cGMP 100% | activation, % at 11.4 µM | actives 0.083% (n = 340,000);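 active = percent activation above the mean of all tested compounds plus 3 SD, cut at about 19% in these data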;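 also: higher means more PKAc released from R1A so a rise in polarization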
# phage Ecoli inh – E. coli growth loss with phage present; growth absorbance; inhibition, % at 11.9 µM; actives 0.26% (n = 360,000); in the data active = inhibition above about 11%
# Starred values were filed as active, the others as inactive.
SMILES,Pemphigus Ab inh,PKA-R1A activ,phage Ecoli inh
Cc1ccc([C@@H]2C[C@H]3[C@@H](CN2S(=O)(=O)c2ccc(Cl)cc2)C(=O)C[C@@H](c2cccc(Cl)c2)N3S(=O)(=O)c2ccc(C)cc2)cc1,102,0,2.3
COc1ccccc1N1CCN(S(=O)(=O)CCNC(=O)c2cccs2)CC1,99,-1,0.5
C[C@@H]1CN([C@H](C)CO)C(=O)c2cc(Br)cnc2O[C@@H]1CN(C)C(=O)c1cccc(F)c1,103,3,2.1
COc1ccc2c(c1)C(=O)C1(CC2)OC1c1cccnc1 (stereo unspecified),102,-4,1.0
COc1ccc(-c2ccc(CN3C(C(C)C)C(=O)N(Cc4cn(CCC5OCCO5)nn4)CCS3(=O)=O)cc2)cc1OC (stereo unspecified),105,-8,-1.2
Cc1ccc(C)c(S(=O)(=O)N2CCCC2CNC(=O)C(=O)Nc2ccccc2)c1 (stereo unspecified),110,3,2.1
CCCCCC(=O)N1C[C@@H](n2cc(COC(=O)c3ccccc3)nn2)[C@H](O)C[C@@H]1c1ccc(OC)cc1,108,-16,0.6
O=C(O)c1cocc1C(=O)O,109,11,0.8
CSc1ccccc1C(=O)C1CCCN(C(=O)c2cccc(Cn3cccn3)c2)C1 (stereo unspecified),97,4,2.0
C[C@@H]1CN([C@H](C)CO)C(=O)CCCn2cc(nn2)CO[C@H]1CN(C)S(=O)(=O)c1ccccc1C#N,114,-9,1.4
O=C(C(=O)N1CCN(c2ccccc2F)CC1)c1cn(CC(=O)N2CCCC2)c2ccccc12,94,14,2.8
O=S(=O)(NCc1ccncc1)c1ccc(F)c(F)c1,102,3,1.6
CCN1C(=O)[C@H]2[C@@H](c3ccc(C)cc3)N[C@]3(CCCN(Cc4cccn4C)C3=O)[C@H]2C1=O,102,-5,0.9
CCN(CC)CCN1CNC(=S)NC1,111,0,3.0
N#Cc1cccc(OC(=O)C2CCN(C(=O)c3ccc(F)cc3)CC2)c1,99,-2,1.7
O=C1NC(=O)C(=CC=Cc2ccccc2)S1,102,7,3.6
O=C(NCCc1cccs1)c1ccc(CS(=O)Cc2cccc(Cl)c2)o1 (stereo unspecified),103,-8,2.4
COC(=O)[C@H]1C[C@H](OC(=O)NC2CC2)[C@@]2(O)CN(S(=O)(=O)c3ccc(C)cc3)CC2[C@H]1C(=O)OC (stereo partly specified),104,-6,2.0
CC(C)CCC(=O)Nc1cc(S(=O)(=O)N2CCOCC2)ccc1N1CCCC1,104,-2,3.0
COc1ccc(NC(=O)C2CC2(Cl)Cl)cc1S(=O)(=O)N1CCCCC1 (stereo unspecified),100,3,6.9
O=C(NNC(=O)c1cc(S(=O)(=O)N2CCOCC2)ccc1Cl)c1ccc(F)cc1,102,5,0.8
COc1ccc(S(=O)(=O)Nc2ccc3c(c2)C(=O)N([C@@H](C)CO)C[C@@H](C)[C@H](CN(C)S(=O)(=O)c2ccc(F)cc2)OCCCC[C@H](C)O3)cc1,98,2,-1.5
CCCCCC(=O)N1C[C@H](O)[C@@H](n2cc(C3CC3)nn2)C[C@@H]1c1ccc(Cl)cc1,93,-3,0.9
CCOc1ccc(NC(=O)CN(C)C2=NS(=O)(=O)c3ccccc32)cc1,103,2,4.2
C[C@@H]1CN([C@@H](C)CO)S(=O)(=O)c2ccc(Br)cc2O[C@H]1CN(C)C(=O)c1ccccc1F,107,-1,1.6
COc1ccc(NC(=O)C[C@H]2C(=O)N(c3ccc(OC)cc3)C[C@@H]2C)cc1,104,-10,1.7
CS(=O)(=O)Nc1ccc2c(c1)[C@H]1C[C@H](CC(=O)NCc3cccc(F)c3)O[C@@H](CO)[C@H]1O2,101,-9,3.4
COc1ncccc1C(=O)N1CCCC(C(=O)Nc2cccc(-c3ccc(F)cc3)c2)C1 (stereo unspecified),96,8,0.8
CCOc1ccc(S(=O)(=O)NCCC(=O)NNC(=O)c2ccc(F)cc2)cc1,96,-12,1.2
O=C(Nc1ccccn1)C(c1ccccc1)c1ccccc1,107,-2,12*
Cc1cc(C)nc(NS(=O)(=O)c2ccc(NS(=O)(=O)c3ccc(F)c(F)c3)cc2)n1,98,-2,2.8
COC1OC2COC(c3ccccc3)OC2C(NC(C)=O)C1OC(C)=O (stereo unspecified),106,-9,2.6
Clc1cc(Cl)cc(Nc2ccccc2CN(C/C=C/c2ccc3c(c2)OCO3)Cc2ccccc2)c1,100,8,1.5
COc1ccc(Cl)cc1CNC[C@H]1O[C@@H](n2ccc(N)nc2=O)[C@H](O)[C@@H]1O,108,-11,2.7
COc1cc(NC(C)=O)c2ncccc2c1Br,101,-3,3.1
CN(C)C(CNC(=O)C1CC(=O)N(c2cccc(C(F)(F)F)c2)C1)c1ccccc1 (stereo unspecified),98,1,-1.4
Cc1ccsc1C(=O)OCC(=O)NCc1cccs1,103,2,1.9
c1ccc2c(c1)Sc1cnccc1N2CC1CO1 (stereo unspecified),105,4,2.9
C[C@H]1CN([C@@H](C)CO)C(=O)CCCn2nncc2CO[C@@H]1CN(C)Cc1ccc2c(c1)OCO2,109,-2,1.0
COc1ccc(NC(=O)CN2C(=O)NC(C)(c3ccccc3)C2=O)cn1 (stereo unspecified),102,1,3.0
COc1ccc2c(CC(=O)Nc3ccc4nc(N5CCOCC5)sc4c3)coc2c1,105,-4,3.0
CCN(CC)C(=O)C1=C(C)N(CCCOC)C(=O)C(CC(=O)NCc2ccco2)C1 (stereo unspecified),110,3,1.0
Cc1ccc(S(=O)(=O)N2C[C@H]3C(=O)C[C@@H](c4ccccc4F)N(S(=O)(=O)c4ccc(C)cc4)[C@H]3C[C@H]2c2cccc3ccccc23)cc1,93,-3,1.4
CC1C(c2ccccc2)=Nn2c(=O)n(-c3ccccc3)c(=O)n21 (stereo unspecified),98,2,1.8
COc1ccc([C@H]2C[C@H](O)[C@@H](n3cc(-c4ccc(F)cc4)nn3)CN2C(=O)c2cccs2)cc1,97,2,2.7
CCOc1ccccc1NC(=O)c1ccc2c(O)c(S(=O)(=O)c3ccccc3)c(=O)[nH]c2c1,99,-4,2.4
COc1ccccc1C(=O)NCCN1CCCC1,103,5,3.3
CCOc1c(Br)cc(C(=O)Nc2cccc(S(=O)(=O)N3CCOCC3)c2)cc1OC,96,2,3.0
Cc1ccc(-n2ncc(-c3n[nH]c(=S)o3)c2N)cc1C,103,2,2.9
CCOC(=O)c1cc(=O)nc(N)s1,103,11,3.0
COc1ccc(C(=O)N2CCOC2CNC(=O)C(=O)NCc2ccccc2)cc1 (stereo unspecified),94,-8,2.8
CCCc1c(C(=O)N/N=C(\C)c2ccccc2O)nnn1-c1nonc1N,103,8,3.1
COc1cccc(CNC(=O)c2ccc(S(=O)(=O)N3CCCCC3)cc2)c1,99,-4,3.4
CCn1nc(C(=O)Nc2ccc3c(c2)OCCO3)c2ccccc2c1=O,99,-13,2.3
CCCCN1C(=O)C(CC(=O)NCC2CCCCC2)CC(C(=O)N(C)C)=C1C (stereo unspecified),102,3,0.2
CC(=O)N1CCN(S(=O)(=O)c2cccc(C(=O)OCc3ccc(F)cc3)c2)CC1,97,-7,3.7
Cc1ccc2c(c1)CO[C@]21O[C@H](CCO)C[C@H](O)[C@H]1O,99,10,0.6
COc1cc(C=C2CCCC(=Cc3ccc(OCC4CO4)c(OC)c3)C2=O)ccc1OCC1CO1 (stereo unspecified),106,5,3.6
Cc1ccc([C@@H]2CC(=O)[C@@H]3CN(S(=O)(=O)c4ccc(C)cc4)[C@H](c4cccc(Cl)c4)C[C@@H]3N2S(=O)(=O)c2ccc(Cl)cc2)cc1,99,7,-0.1
CC1CC(C)CN(S(=O)(=O)c2ccc(F)c(C(=O)NC3CCCCC3C)c2)C1 (stereo unspecified),101,-5,3.5
# Next part:
SMILES,Pemphigus Ab inh,PKA-R1A activ,phage Ecoli inh
CCOC(=O)C1=C(C)NC(C)=C(C(=O)OCC)C1c1ccncc1,103,-5,1.3
COc1ccc(CCNC(=O)CC(=O)N/N=C\c2ccc(OCC(N)=O)cc2)cc1OC,98,9,1.2
COC(=O)c1c(NC(=O)COC(=O)CNC(=O)c2cccc(OC(F)F)c2)sc(C)c1C,100,0,1.6
COC(=O)[C@H]1C[C@H](OC(=O)NCc2ccccc2)[C@@]2(O)CN(S(=O)(=O)c3ccc(C)cc3)CC2[C@H]1C(=O)OC (stereo partly specified),110,-15,1.0
Cc1cc(C)c(NS(=O)(=O)c2ccccc2)c(C)n1,110,-2,-1.8
N#CC1(NC(=O)CSc2nnc(C3CC3)n2N)CCCCC1,106,-2,2.1
CC1=C(C(=O)N(C)C)CC(CC(=O)NC2CCCCC2)C(=O)N1CCCN1CCCC1=O (stereo unspecified),107,-14,0.7
C[C@@H](NC(=O)c1ncn2c1c(=O)[nH]c1ccc(Br)cc12)c1ccccc1,108,-3,2.1
CCOc1ccc(/C(O)=C2\C(=O)C(=O)N(c3ccccn3)C2c2ccccc2F)c(C)c1 (stereo unspecified),104,-1,2.2
CN(C1CCCCC1)S(=O)(=O)c1ccc2c(c1)c(=O)c(C(=O)O)cn2C,98,8,0.3
COc1cccc(NC(=O)CSCc2nc3sc(C)c(C)c3c(=O)[nH]2)c1,98,5,0.9
COc1ccc(C(=O)N/C(=C\c2cn(S(=O)(=O)N(C)C)c3ccccc23)C(=O)N2CCCC2)cc1,108,7,1.4
CC(C)[C@H](NC(=O)c1ccco1)C(=O)Nc1ccc(N2CCCCCC2)cc1,100,6,1.1
CC(=O)Nc1ccc(S(=O)(=O)N[C@@H](C)C(=O)OCC(=O)c2ccc(Br)s2)cc1,101,-7,4.2
C=CCC1(CC=C)CCCN1C(=O)C1CCC(=O)N(Cc2ccc(Cl)cc2)C1 (stereo unspecified),104,0,-1.0
CC/C(=N\NC(=O)c1cc(C)oc1C)c1ccc(OC(F)F)cc1,99,-5,1.2
COc1cc(OCc2ccccc2)c(CC(=O)O)c([N+](=O)[O-])c1,94,15,1.3
Cn1c(N)c(C(=O)CN2CCN(S(=O)(=O)c3ccccc3C#N)CC2)c(=O)n(C)c1=O,106,7,-0.9
COCCNc1oc(/C=C/c2cccc(OC)c2)nc1S(=O)(=O)c1ccccc1,102,6,0.5
CC(O)C(NS(=O)(=O)c1ccc(Cl)cc1)C(=O)OCCOc1ccc(F)cc1 (stereo unspecified),102,7,1.0
O=C(CCNC(=O)c1ccc(Cl)cc1)Nc1cc(C(F)(F)F)ccc1N1CCOCC1,105,-4,3.2
O=S(=O)(c1ccccc1)N1CC2CC(Br)C(Br)CC21 (stereo unspecified),94,3,2.8
O=C(O)c1c2c(nc3ccc(S(=O)(=O)N4CCC(C(=O)NCc5ccccc5)CC4)cc13)CCCC2,109,-6,1.2
O=C1c2ccccc2C(=O)N1C1C=CC=CC=C1,102,-1,2.6
CC1(C)N=C(N)N=C(N)N1c1cc(Cl)ccc1Cl,101,-5,2.8
CC(NCC(=O)Nc1ccccc1C(=O)NC1CC1)c1ccc(Cl)cc1 (stereo unspecified),107,-2,1.7
Cc1ccc(S(=O)(=O)N2C[C@@H](C)[C@]3(C2)[C@H](O)[C@H](OC(=O)Nc2cccs2)C[C@H]2C(=O)N(c4ccccc4)C(=O)[C@H]23)cc1,113,-2,0.1
COc1ccc(C(=O)N2CCOC2CNC(=O)C(=O)NCc2ccccn2)cc1 (stereo unspecified),101,11,1.6
O=C(Cc1ccc(Cl)cc1)NCC(=O)N1CCC2(CC1)NCCc1[nH]cnc12,105,-12,3.8
COc1ccc(NC(=O)N(C)[C@H]2C[C@H]3c4[nH]c5ccc(-c6ccc(OC)cc6)cc5c4CCN3C[C@H]2[C@H](C)O)cc1,105,0,-1.5
Cc1cc(C(=O)NNC(C)Cc2ccccc2)no1 (stereo unspecified),103,6,3.8
CC1CCCCC12NC(=O)N(CC(=O)N1CCN(S(=O)(=O)c3ccc(Cl)s3)CC1)C2=O (stereo unspecified),112,13,1.8
O=C(OCc1cn([C@@H]2C[C@H](c3ccc(Cl)cc3)N(C(=O)c3cccs3)C[C@H]2O)nn1)c1ccccc1,95,2,0.7
O=S(=O)(c1ccccc1)N1CCN(CCOc2ccc(F)cc2)CC1,95,5,3.0
O=C(COC(=O)Cc1ccc(Cl)cc1Cl)NCc1ccco1,104,5,-0.7
O=C(NCCNc1ccc([N+](=O)[O-])cc1)c1ccccc1Cl,100,7,0.1

# Four of the entries above in order of their number in PKA-R1A activ, low to high:
Molecule	Pemphigus Ab inh	PKA-R1A activ	phage Ecoli inh
CC1(C)N=C(N)N=C(N)N1c1cc(Cl)ccc1Cl	101	-5	2.8
Cc1ccc(S(=O)(=O)N2C[C@@H](C)[C@]3(C2)[C@H](O)[C@H](OC(=O)Nc2cccs2)C[C@H]2C(=O)N(c4ccccc4)C(=O)[C@H]23)cc1	113	-2	0.1
O=S(=O)(c1ccccc1)N1CCN(CCOc2ccc(F)cc2)CC1	95	5	3.0
Cc1cc(C(=O)NNC(C)Cc2ccccc2)no1 (stereo unspecified)	103	6	3.8

# Part of the list above, with values ahead of the structure.
Pemphigus Ab inh | PKA-R1A activ | phage Ecoli inh | compound
101 | 11 | 1.6 | COc1ccc(C(=O)N2CCOC2CNC(=O)C(=O)NCc2ccccn2)cc1 (stereo unspecified)
105 | 0 | -1.5 | COc1ccc(NC(=O)N(C)[C@H]2C[C@H]3c4[nH]c5ccc(-c6ccc(OC)cc6)cc5c4CCN3C[C@H]2[C@H](C)O)cc1
103 | 6 | 3.8 | Cc1cc(C(=O)NNC(C)Cc2ccccc2)no1 (stereo unspecified)
95 | 5 | 3.0 | O=S(=O)(c1ccccc1)N1CCN(CCOc2ccc(F)cc2)CC1

# Some of the compounds tested. The share of hits here may be higher or lower than overall.
